EBNA-1 inhibitor – EBNA-1 DNA-binding inhibitors, primary screen, biochemical, fluorescence polarization; AID 1950, 2009; inhibition, % at 14.8 µM; 300,000 tested, 0.34% active; in the data active means inhibition above about 28%
MEP2 TOR yeast – modulators of MEP2-GFP levels in yeast, primary screen, S. cerevisiae, multiplex flow cytometry, MLPCN library; GFP response vs DMSO, % at 10 µM; 330,000 tested, 0.51% active; S. cerevisiae MEP2-GFP strain, 3 h; 100% = DMSO control level; AID 2016, 2009;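 active means GFP response versus DMSO above a set limit, roughly screen mean plus 3 SD, cut at about 180% in these data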;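 further: median GFP fluorescence of the barcode-gated MEP2-GFP cells per well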
procasp7 counter – procaspase-7 activators, primary screen, counter-screen for procaspase-3 activator project, biochemical, absorbance, HTS, human | AID 463210, 2010 | activation, % at 8.5 µM | Caspase-7 (Homo sapiens), P55210 | recombinant procaspase-7, Ac-DEVD-pNA absorbance 405 nm; D23A/D198A/D206A triple mutant, cannot self-cleave; scale: DMSO 0, 5 µM enzyme 100 | 330,000 tested, 0.093% active;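 active means percent activation above the screen-wide mean plus 3 SD, cut at about 25% in these data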
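buffer or medium = Zinc-free HEPES/NaCl buffer, pH 7.4 | material = Procaspase-7 triple mutant (PC-7 D3A) | input = 2 µM procaspase-7 mutant as dispensed | signal = Epi-absorbance of released pNA at 405 nm, two timepoints | timing = 1 h preincubation, 2 h reaction | replicates = singlicate compound testing | evaluation = % activation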
ZTA DNA inh – ZTA (EBV) inhibition in EBNA-1 counter-screen; P03206; ZTA-DNA binding, fluorescence polarization; inhibition, % at 11 µM; 320,000 tested, 0.15% active; in the data active means inhibition above about 33%
procasp3 activ – activators of human procaspase-3 D3A mutant, primary screen, biochemical, absorbance, PC-3 D3A mutant, single concentration; Caspase-3 (Homo sapiens), P42574; recombinant procaspase-3 D3A, Ac-DEVD-pNA absorbance 405 nm; activation, % at 8.5 µM; 330,000 tested, 0.11% active; AID 463141, 2010;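 active means activation above the mean of all tested compounds plus 3 SD, cut at about 21% in these data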;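 further: 0% = DMSO alone and 100% = DMSO wells spiked with extra 5 µM PC-3 D3A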
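Assay system: Procaspase-3 D3A mutant, all three cleavage aspartates alanine. Buffer or medium: Zinc-free HEPES saline buffer with Triton X-100. Times: 1 h compound preincubation, 2 h substrate hydrolysis at 25 °C. Measured by: 405 nm absorbance of p-nitroaniline, reads at 0 and 120 min. Read-out basis: percent activation relative to control range. Replicates: singlicate.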
LAP4 TOR yeast – modulators of LAP4-GFP expression in yeast, primary screen, S. cerevisiae, multiplex flow cytometry, MLPCN library. 3 h; median GFP as percent of DMSO wells. GFP response vs DMSO, % at 10 µM. 320,000 tested, 0.34% active;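 active means GFP response vs DMSO above a set limit, about the screen mean plus 3 SD, cut at about 150% in these data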
AHR activator – AHR activators, primary screen, cell-based, luminescence, luciferase reporter, human | AID 2796, 2010 | 320,000 tested, 2.5% active | activation, % at 5 µM | AHR-responsive luciferase reporter cells | Aryl hydrocarbon receptor (Homo sapiens), P35869; in the data active means activation above about 47%;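 further: 0% = vehicle wells and 100% = reference agonist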
RPL19A-GFP yeast – RPL19A-GFP expression modulators in yeast, primary screen, cell-based, S. cerevisiae, multiplex flow cytometry, MLPCN | S. cerevisiae RPL19A-GFP strain, 3 h; hits give low values | percent response vs DMSO, % at 10 µM | 330,000 tested, 0.3% active | AID 2025, 2009;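 active means percent response vs DMSO below 50%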;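 further: median channel GFP fluorescence of the barcoded RPL19A-GFP strain; ratio of sample median GFP to plate DMSO average so 100% = DMSO; lower means less RPL19A-GFP as with rapamycin TOR inhibition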
* marks the source's active call; other numbers are inactive results.

CCOc1ccc(/C=N/NC(=O)c2csc(C)c2C)c(OCC)c1 was read as EBNA-1 inhibitor 5, MEP2 TOR yeast 111, procasp7 counter -1, ZTA DNA inh 8, procasp3 activ 4, LAP4 TOR yeast 97, AHR activator 7 and RPL19A-GFP yeast 102.
For Cc1csc(CNc2ncnc3ccc(-c4ccoc4)cc23)c1 the results were MEP2 TOR yeast 92, procasp7 counter 3, ZTA DNA inh 10, procasp3 activ 0, LAP4 TOR yeast 99, AHR activator 2 and RPL19A-GFP yeast 97.
COc1ccc(C2(C)NC(=O)N(CC(=O)NCc3ccccc3F)C2=O)cc1 (stereo unspecified) was read as EBNA-1 inhibitor -2, MEP2 TOR yeast 103, procasp7 counter -4, ZTA DNA inh 5, procasp3 activ -8, LAP4 TOR yeast 85, AHR activator -3 and RPL19A-GFP yeast 98.
Screening COc1ccc(NC(=O)c2ccc(Cl)c(NC(=O)c3ccncc3)c2)cc1 returned EBNA-1 inhibitor -9, MEP2 TOR yeast 91, procasp7 counter -1, ZTA DNA inh -4, procasp3 activ -6, LAP4 TOR yeast 84, AHR activator 4 and RPL19A-GFP yeast 88.
`Cn1c(SCCOc2ccc(F)cc2)nnc1-c1ccncc1` gave EBNA-1 inhibitor 7, MEP2 TOR yeast 105, procasp7 counter 2, ZTA DNA inh -17, procasp3 activ -1, LAP4 TOR yeast 112, AHR activator -2 and RPL19A-GFP yeast 103.
`Cc1nn(CC(=O)NCC2CCCO2)c(=O)c2cc3ccccc3n12` (stereo unspecified) gave EBNA-1 inhibitor -11, MEP2 TOR yeast 100, procasp7 counter 2, ZTA DNA inh 5, procasp3 activ -4, LAP4 TOR yeast 101, AHR activator 4 and RPL19A-GFP yeast 98.
`Cc1nnc(NC(=O)c2ccc3c(c2)C(=O)N(CC2CCCO2)C3=O)s1` (stereo unspecified) gave EBNA-1 inhibitor 4, MEP2 TOR yeast 102, procasp7 counter 13, ZTA DNA inh 3, procasp3 activ -1, LAP4 TOR yeast 103, AHR activator 2 and RPL19A-GFP yeast 102.
For Cc1cc(C(=O)CN2CCCCC2)c(C)n1-c1ccc(F)cc1 the results were EBNA-1 inhibitor 4, MEP2 TOR yeast 100, procasp7 counter -3, ZTA DNA inh 16, procasp3 activ -2, LAP4 TOR yeast 87, AHR activator 14 and RPL19A-GFP yeast 106.
`Cc1ccc(-c2cccc(C3CC=CC4C3C(=O)N(Cc3ccccc3)C4c3cc(C)ccc3F)c2)cc1` (stereo unspecified) gave EBNA-1 inhibitor 5, MEP2 TOR yeast 97, procasp7 counter -1, ZTA DNA inh 8, procasp3 activ 0, LAP4 TOR yeast 105, AHR activator 3 and RPL19A-GFP yeast 106.
For Cc1ccc(OCCSc2ncnc3sc(C)c(C)c23)cc1C the results were EBNA-1 inhibitor -13, MEP2 TOR yeast 94, procasp7 counter -3, ZTA DNA inh 1, procasp3 activ -1, LAP4 TOR yeast 91, AHR activator 1 and RPL19A-GFP yeast 95.
For CCC(=O)N1CCc2cc(S(=O)(=O)NCCC(=O)N3CCc4ccccc4C3)ccc21 the results were EBNA-1 inhibitor 4, MEP2 TOR yeast 108, procasp7 counter 1, ZTA DNA inh 11, procasp3 activ 13, LAP4 TOR yeast 101, AHR activator 5 and RPL19A-GFP yeast 104.
For CN(Cc1ccccc1)S(=O)(=O)c1ccc(OCC(=O)NCc2ccncc2)cc1 the results were EBNA-1 inhibitor -9, MEP2 TOR yeast 102, procasp7 counter -5, ZTA DNA inh -8, procasp3 activ -2, LAP4 TOR yeast 91, AHR activator 5 and RPL19A-GFP yeast 104.
Fc1cccc(C2NC(=S)NC3=C2N2CCC3CC2)c1 (stereo unspecified) was read as EBNA-1 inhibitor 7, MEP2 TOR yeast 103, procasp7 counter 3, ZTA DNA inh -3, procasp3 activ -2, LAP4 TOR yeast 100, AHR activator -3 and RPL19A-GFP yeast 102.
Cc1ccc(CNC(=O)c2ccc(N3CCCC3=O)cc2)cc1 was read as EBNA-1 inhibitor -3, MEP2 TOR yeast 97, procasp7 counter 6, ZTA DNA inh -3, procasp3 activ 0, LAP4 TOR yeast 85, AHR activator -3 and RPL19A-GFP yeast 95.
Cc1ccc(C(=O)NC2CCCc3ccccc32)cc1[N+](=O)[O-] (stereo unspecified) was read as EBNA-1 inhibitor 11, MEP2 TOR yeast 97, procasp7 counter 0, ZTA DNA inh 7, procasp3 activ 4, LAP4 TOR yeast 103, AHR activator 12 and RPL19A-GFP yeast 93.

Overlap with the part before: 2 compounds; new compounds follow.
Cc1ccc(CNC(=O)c2ccc(N3CCCC3=O)cc2)cc1 was read as EBNA-1 inhibitor -3, MEP2 TOR yeast 97, procasp7 counter 6, ZTA DNA inh -3, procasp3 activ 0, LAP4 TOR yeast 85, AHR activator -3 and RPL19A-GFP yeast 95.
Cc1ccc(C(=O)NC2CCCc3ccccc32)cc1[N+](=O)[O-] (stereo unspecified) was read as EBNA-1 inhibitor 11, MEP2 TOR yeast 97, procasp7 counter 0, ZTA DNA inh 7, procasp3 activ 4, LAP4 TOR yeast 103, AHR activator 12 and RPL19A-GFP yeast 93.
Screening COC(=O)c1scc(S(=O)(=O)c2ccccc2)c1N returned EBNA-1 inhibitor -4, MEP2 TOR yeast 95, procasp7 counter 0, ZTA DNA inh 7, procasp3 activ 5, LAP4 TOR yeast 109, AHR activator 7 and RPL19A-GFP yeast 96.
Cc1c(C(=O)O)c(C(=O)O)nc2ccc(N3CCOCC3)cc12 was read as EBNA-1 inhibitor 3, MEP2 TOR yeast 94, procasp7 counter 3, ZTA DNA inh 6, procasp3 activ -2, LAP4 TOR yeast 98, AHR activator -2 and RPL19A-GFP yeast 98.
For Cc1ccc(-c2csc3nc(C)n(N)c(=O)c23)o1 the results were EBNA-1 inhibitor -4, MEP2 TOR yeast 90, procasp7 counter 1, ZTA DNA inh -3, procasp3 activ -4, LAP4 TOR yeast 96, AHR activator 55* and RPL19A-GFP yeast 90.
O=C(O)c1ccc2cccnc2c1O was read as EBNA-1 inhibitor 8, MEP2 TOR yeast 88, procasp7 counter 4, ZTA DNA inh -1, procasp3 activ -1, LAP4 TOR yeast 102, AHR activator 0 and RPL19A-GFP yeast 92.
CCC(=O)c1c[nH]c(C(=O)N2CCOCC2)c1 was read as EBNA-1 inhibitor -3, MEP2 TOR yeast 108, procasp7 counter -3, ZTA DNA inh 12, procasp3 activ 11, LAP4 TOR yeast 105, AHR activator 0 and RPL19A-GFP yeast 94.
Screening CCC(C(=O)OC)(C(=O)OC)c1ccc([N+](=O)[O-])cc1 returned EBNA-1 inhibitor 10, MEP2 TOR yeast 99, procasp7 counter 10, ZTA DNA inh 4, procasp3 activ 2, LAP4 TOR yeast 103, AHR activator 0 and RPL19A-GFP yeast 101.
`CC(NC(=O)OC(C)(C)C)C(=O)Oc1ccc2ccc(=O)oc2c1` (stereo unspecified) gave EBNA-1 inhibitor 14, MEP2 TOR yeast 103, procasp7 counter 17, ZTA DNA inh 22, procasp3 activ 11, LAP4 TOR yeast 105, AHR activator -7 and RPL19A-GFP yeast 102.
For COc1ccc(/C(N)=N/OC(=O)c2ccc(OC)c([N+](=O)[O-])c2)cc1OC the results were EBNA-1 inhibitor -4, MEP2 TOR yeast 102, procasp7 counter 4, ZTA DNA inh -20, procasp3 activ 9, LAP4 TOR yeast 97, AHR activator -2 and RPL19A-GFP yeast 99.
For Cc1nc(SC(C)C(=O)Nc2c(C)n(C)n(-c3ccccc3)c2=O)nc(C)c1C (stereo unspecified) the results were MEP2 TOR yeast 97, procasp7 counter 7, ZTA DNA inh 5, procasp3 activ 0, LAP4 TOR yeast 91, AHR activator 0 and RPL19A-GFP yeast 93.
Cn1nnnc1SCCNCc1cccc2ccccc12 was read as EBNA-1 inhibitor 1, MEP2 TOR yeast 100, procasp7 counter 13, ZTA DNA inh -8, procasp3 activ 3, LAP4 TOR yeast 105, AHR activator 0 and RPL19A-GFP yeast 103.
For COc1ccc(C/C(N)=N/OC(=O)Cc2ccc(OC)c(OC)c2)cc1 the results were EBNA-1 inhibitor -2, MEP2 TOR yeast 95, procasp7 counter -2, ZTA DNA inh -8, procasp3 activ 10, LAP4 TOR yeast 91, AHR activator 4 and RPL19A-GFP yeast 97.
Screening CC(OCCN(C)C)C(=O)C12CC3CC(CC(C3)C1)C2 (stereo unspecified) returned EBNA-1 inhibitor -10, MEP2 TOR yeast 94, procasp7 counter -6, ZTA DNA inh 1, procasp3 activ -2, LAP4 TOR yeast 100, AHR activator 2 and RPL19A-GFP yeast 97.
`COc1ccccc1-c1nnc(SCC(=O)N2CCOCC2)o1` gave EBNA-1 inhibitor -5, MEP2 TOR yeast 98, procasp7 counter 2, ZTA DNA inh 4, procasp3 activ 5, LAP4 TOR yeast 104, AHR activator 29 and RPL19A-GFP yeast 101.
Screening O=S1(=O)CCN2C=Nc3sc4c(c3C2=N1)CCCC4 returned EBNA-1 inhibitor 0, MEP2 TOR yeast 105, procasp7 counter 8, ZTA DNA inh -28, procasp3 activ 2, LAP4 TOR yeast 111, AHR activator 0 and RPL19A-GFP yeast 109.
For CN(C)C(=O)c1ccc(=O)n(Cc2ccc(Cl)cc2Cl)c1 the results were EBNA-1 inhibitor -9, MEP2 TOR yeast 103, procasp7 counter 5, ZTA DNA inh -9, procasp3 activ 0, LAP4 TOR yeast 93, AHR activator 3 and RPL19A-GFP yeast 106.

Among those listed so far, 2 contain a furan ring, fused or not:
For Cc1csc(CNc2ncnc3ccc(-c4ccoc4)cc23)c1 the results were MEP2 TOR yeast 92, procasp7 counter 3, ZTA DNA inh 10, procasp3 activ 0, LAP4 TOR yeast 99, AHR activator 2 and RPL19A-GFP yeast 97.
For Cc1ccc(-c2csc3nc(C)n(N)c(=O)c23)o1 the results were EBNA-1 inhibitor -4, MEP2 TOR yeast 90, procasp7 counter 1, ZTA DNA inh -3, procasp3 activ -4, LAP4 TOR yeast 96, AHR activator 55* and RPL19A-GFP yeast 90.

Continued.
`CC(C)[C@@H](C(=O)N1CCNCC1)n1cc(CCO)nn1` gave EBNA-1 inhibitor 0, MEP2 TOR yeast 92, procasp7 counter -15, ZTA DNA inh 4, procasp3 activ 2, LAP4 TOR yeast 127, AHR activator -4 and RPL19A-GFP yeast 91.
For CCN(CC(=O)Nc1ccc2c(c1)OCCO2)C(=O)/C=C/c1cccc(OC)c1OC the results were EBNA-1 inhibitor 5, MEP2 TOR yeast 92, procasp7 counter 19, ZTA DNA inh 8, procasp3 activ 1, LAP4 TOR yeast 95, AHR activator 12 and RPL19A-GFP yeast 92.
`CCOC(=O)C1(CC2CCCCO2)CCN(Cc2nc(-c3cccs3)oc2C)CC1` (stereo unspecified) gave EBNA-1 inhibitor 3, MEP2 TOR yeast 96, procasp7 counter -10, ZTA DNA inh -17, procasp3 activ 7, LAP4 TOR yeast 87, AHR activator 0 and RPL19A-GFP yeast 94.
Screening COc1ccc(NC(=O)CSc2nc3ccccc3c(=O)n2C)cc1 returned EBNA-1 inhibitor 1, MEP2 TOR yeast 109, procasp7 counter 5, ZTA DNA inh 2, procasp3 activ 2, LAP4 TOR yeast 99, AHR activator 1 and RPL19A-GFP yeast 106.
`Cn1nc(CC(=O)NCc2ccc(F)cc2)c2ccccc2c1=O` gave EBNA-1 inhibitor 3, MEP2 TOR yeast 107, procasp7 counter 2, ZTA DNA inh 25, procasp3 activ 5, LAP4 TOR yeast 111, AHR activator 0 and RPL19A-GFP yeast 109.

Compound activity (PubChem BioAssay)
